# Source: PubChem (several laboratories)
# ssDAF12 agonist: S. stercoralis DAF-12 nuclear receptor activators, primary screen, cell-based, luminescence, HEK293, GRIP1 co-expression, lit1-tk-luc | activation, % at 6.8 µM | 370,000 compounds, 1% hits | HEK293 ssDAF-12/GRIP1 lit1-tk-luc reporter; % of 3 µM dafachronic acid response | Nuclear hormone receptor DAF-12 (Strongyloides stercoralis);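 active means activation above the mean over all tested compounds plus 3 SD, cut at about 0.9% in these data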;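 further: 0% = DMSO-only wells and 100% = 3 µM delta7-dafachronic acid wells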
# DAX1 inh-1: DAX1 (NR0B1) inhibitors on StAR promoter, primary screen, cell-based, luminescence, SF-1 (NR5A1), full-length DAX-1. AID 652010, 2013. 370,000 compounds, 1.1% hits. HEK293T StAR-luciferase reporter, SF-1/DAX-1 repression relief. inhibition, % at 6.8 µM;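 active means inhibition above the mean over all tested compounds plus 3 SD, cut at about 3.6% in these data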;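 further: 0% = DAX-1 cells with DMSO and 100% = cells lacking DAX-1 with DMSO; higher inhibition means more luminescence from relief of DAX-1 repression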
# PG9 binder: binders of HIV-1 gp120 antibody PG9, primary screen, biochemical, TR-FRET | inhibition, % at 6.7 µM | 360,000 compounds, 0.43% hits | TR-FRET gp120-PG9 antibody binding; in the data active means inhibition above about 8.5%
# DAX1 inh-2: DAX1 (NR0B1) inhibitors, primary screen, cell-based, HEK293, Gal4-DAX1, luciferase luminescence. 340,000 compounds, 0.99% hits. inhibition, % at 6.75 µM. HEK293 Gal4-DAX1 luciferase reporter. AID 504766, 2011. Nuclear receptor subfamily 0 group B member 1 (Homo sapiens), P51843;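 active means inhibition above the mean over all tested compounds plus 3 SD, cut at about 4.2% in these data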;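 further: 0% = DAX1-transfected cells with DMSO and 100% = empty-vector control cells with DMSO; inhibition shows as a rise in luminescence from relieved DAX1 repression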
# hcDAF-12 act: H. contortus DAF-12 nuclear receptor activators, primary screen, cell-based, luminescence, HEK293, lit1-tk-luc reporter | activation, % at 6.8 µM | AID 652067, 2013 | HEK293 hcDAF-12 lit1-tk-luc reporter; 0% DMSO, 100% Δ7-dafachronic acid | 370,000 compounds, 1.4% hits;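 active means activation above the mean of all tested compounds plus 3 SD, cut at about 5.5% in these data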;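 further: 100% = response to 3 µM Δ7-dafachronic acid high control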
# ADAM17 inh: ADAM17 inhibitors, primary screen, biochemical, QFRET; Disintegrin and metalloproteinase domain-containing protein 17 (Homo sapiens), P78536; recombinant ADAM17, EDANS/DABCYL FRET peptide cleavage; inhibition, % at 6.95 µM; 370,000 compounds, 0.83% hits;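 active means inhibition above the mean of compounds lying between control limits plus 3 SD, set per campaign, cut at about 8.5% in these data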;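 further: 0% = DMSO-only wells as the low control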
# GC-A act: GC-A stimulated cGMP production enhancers – HEK293 GC-A cells, cGMP TR-FRET, EC30 ANP, primary screen; Atrial natriuretic peptide receptor 1 (Homo sapiens), P16066; 0% at EC30 ANP, 100% saturating ANP; activation, % at 10 µM; 370,000 compounds, 0.14% hits; AID 1671463, 2021; in the data active means activation above about 40%
# Target sequence (P16066 whole entry, looked up): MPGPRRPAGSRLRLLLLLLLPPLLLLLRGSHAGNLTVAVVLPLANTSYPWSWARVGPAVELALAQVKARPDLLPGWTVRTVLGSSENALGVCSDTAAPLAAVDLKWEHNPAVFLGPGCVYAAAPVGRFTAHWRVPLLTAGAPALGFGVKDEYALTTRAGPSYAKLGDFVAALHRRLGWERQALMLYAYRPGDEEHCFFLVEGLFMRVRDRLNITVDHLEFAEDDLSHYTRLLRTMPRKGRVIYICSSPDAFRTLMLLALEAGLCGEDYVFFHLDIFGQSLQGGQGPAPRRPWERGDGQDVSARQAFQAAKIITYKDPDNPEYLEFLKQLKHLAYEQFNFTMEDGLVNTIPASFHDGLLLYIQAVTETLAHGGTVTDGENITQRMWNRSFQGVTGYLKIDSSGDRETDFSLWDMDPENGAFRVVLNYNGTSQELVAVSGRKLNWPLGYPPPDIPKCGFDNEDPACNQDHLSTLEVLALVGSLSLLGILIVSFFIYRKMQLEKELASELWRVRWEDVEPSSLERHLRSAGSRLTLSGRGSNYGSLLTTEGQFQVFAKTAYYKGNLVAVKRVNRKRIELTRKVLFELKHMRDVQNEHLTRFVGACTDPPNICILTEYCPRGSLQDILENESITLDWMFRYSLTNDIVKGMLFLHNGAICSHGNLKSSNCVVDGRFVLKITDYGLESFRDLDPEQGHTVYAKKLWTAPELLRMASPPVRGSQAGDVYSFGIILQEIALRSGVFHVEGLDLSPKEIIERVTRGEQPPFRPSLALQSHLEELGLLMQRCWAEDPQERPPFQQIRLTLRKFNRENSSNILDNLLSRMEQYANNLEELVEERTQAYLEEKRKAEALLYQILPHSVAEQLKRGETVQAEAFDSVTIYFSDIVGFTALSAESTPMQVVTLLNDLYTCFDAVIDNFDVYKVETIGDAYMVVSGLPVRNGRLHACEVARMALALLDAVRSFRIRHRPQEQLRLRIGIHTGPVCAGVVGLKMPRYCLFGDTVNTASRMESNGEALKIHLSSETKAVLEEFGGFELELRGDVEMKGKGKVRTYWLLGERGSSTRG
# ADAM10 inh: human ADAM10 inhibitors, primary screen, biochemical, QFRET, HTS; recombinant ADAM10, EDANS/DABCYL FRET peptide cleavage, 3 h; 370,000 compounds, 0.62% hits; inhibition, % at 7 µM;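 active means inhibition above a per-campaign cutoff equal to the mean of compounds falling between control-based bounds plus 3 SD, cut at about 20% in these data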;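 further: 0% = DMSO wells while the 100% control is not disclosed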
# SMARCA2 activ: SMARCA2 (BRM) function activators, primary screen, cell-based, luminescence, high throughput; MG213 cells, MMTV-luciferase reporter, dexamethasone, overnight; 370,000 compounds, 1% hits; activation, % at 9.1 µM; in the data active means activation above about 7.8%;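 further: 0% = vehicle wells and 100% = reference activator wells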
# FXN GAA850 act: FXN promoter activators, primary screen, cell-based, luciferase luminescence, HEK293 lucGAA850 | HEK293 lucGAA850 FXN promoter luciferase reporter, 24 h; percent of 10 µM SAHA response | activation, % at 6 µM | 360,000 compounds, 0.56% hits | AID 540364, 2011;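 active means activation above the average of all compounds screened plus 3 SD, cutoff fixed separately per campaign, cut at about 7.5% in these data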;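 further: 0% = DMSO wells and 100% = 10 µM SAHA wells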
# hgDAF-12 ag: H. glycines DAF-12 receptor agonists, primary screen, cell-based, luminescence, HEK293, GAL4 fusion, UAS-luciferase | activation, % at 6.8 µM | HEK293 GAL4-hgDAF12 UAS-luciferase reporter, agonist luminescence; normalized to butyrate control | Nuclear hormone receptor DAF-12 (Heterodera glycines), GAL4 fusion | 370,000 compounds, 1.8% hits;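 active means activation above a cutoff set at the mean of all screened compounds plus 3 SD, cut at about 10% in these data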;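 further: 0% = DMSO wells and 100% = sodium butyrate wells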
# Active calls of the source: *; x = no result given.
SMILES	ssDAF12 agonist	DAX1 inh-1	PG9 binder	DAX1 inh-2	hcDAF-12 act	ADAM17 inh	GC-A act	ADAM10 inh	SMARCA2 activ	FXN GAA850 act	hgDAF-12 ag
COc1ccc(C)cc1NCC(=O)Nc1ccc(C(C)(C)C)cc1	-0.8	-0.3	-3.8	0.3	0.5	5	1	7	1	2.5	0.6
Nc1c(-c2ccc(Cl)cc2)cnc2c(-c3ccc(F)cc3)cnn12	0.7	2.4	-1.8	5.0*	4.9	-29	-50	-56	6	6.1	13*
COc1ccc(Cl)cc1C(=O)Nn1cnnc1	-1.4	-0.1	-0.3	0.7	-1.0	-3	1	-1	-3	0.9	0.5
CC(Oc1ccccc1)C(=O)Nc1ccccc1F (centres undefined)	-1.5	-0.2	0.4	-0.8	-1.0	-2	2	-2	-1	0.3	1.7
CCOC(=O)N1CCC(NS(=O)(=O)c2cc(C(=O)OC)n(C)c2)CC1	-1.7	-0.2	2.8	0.6	1.3	5	1	-8	-4	0.8	-1.0
COc1ccc(Cl)cc1Nc1nc2ccc(C)cc2n2cnnc12	-0.3	0.5	-1.1	-0.9	4.2	-3	-6	-6	-1	3.0	5.2
O=C(Oc1cccc([N+](=O)[O-])c1)c1ccc2c(=O)n3c(nc2c1)CCC3	-0.7	0.0	-1.6	-0.4	-0.7	1	1	-9	-1	0.9	1.5
COC(=O)[C@]12C[C@H](CC(=O)N3CCCCC3)C(=O)N(Cc3cccc4ccccc34)C1=C[C@H](C1CCCC1)O[C@@H]2C	-1.9	-0.9	x	x	-4.2	4	-12	9	-6	x	-6.0
Cn1c(=O)c2c(nc(Br)n2CCSc2nnnn2-c2ccccc2)n(C)c1=O	-0.3	0.0	2.6	0.2	-1.8	-4	-3	-7	-2	-2.8	0.9
COc1ccc(F)cc1S(=O)(=O)Nc1ccncc1	-0.9	-0.1	-0.9	0.5	-0.4	-4	-3	-2	0	1.7	1.5
C/C(=N/NC(=O)c1ccncc1)c1ccc(NC(=O)c2ccccc2)cc1	-0.8	-0.3	-2.4	-1.0	-1.5	2	2	1	-2	0.2	1.1
COCc1[nH]nc2c1C(c1ccc(OC)c(OC)c1)C(C#N)=C(N)O2 (centres undefined)	-0.9	-0.1	0.3	-0.3	-1.2	-3	3	-8	-4	1.7	-0.6
CCOC(=O)C1=C(CS(=O)(=O)c2ccccc2)NC(=O)NC1c1cccc(OC)c1 (centres undefined)	-1.3	-0.2	-1.5	1.2	-1.0	-3	-1	0	1	-2.3	-2.7
O=C(NNc1cc(N2CCOCC2)nc(N2CCOCC2)n1)C12CC3CC(CC(C3)C1)C2	-1.1	0.1	-2.6	-0.7	-0.7	0	2	-1	-2	1.7	2.1
C#CCNC(=O)/C=C/c1ccc(OC)cc1	-0.8	0.6	-0.3	2.5	2.2	2	-2	5	5	2.9	1.7
O=C(NCCCN1CCCC1=O)c1cccc(NS(=O)(=O)c2ccc(Br)cc2)c1	-1.1	-0.5	-0.2	-0.5	-1.5	-3	2	-4	-5	-0.5	-4.1
Cn1c(=O)c2c(ncn2CCN(CCO)Cc2ccccc2)n(C)c1=O	-1.4	1.0	-0.4	-0.3	-1.9	0	2	-3	4	0.6	1.2
CC(=O)c1ccc(N2CCN(CC(O)COCc3ccco3)CC2)cc1 (centres undefined)	-0.9	0.3	-1.0	0.1	-1.2	-3	2	-21	-4	-0.8	-2.7
CN(CC(=O)Nc1ccc(Cl)c(C(F)(F)F)c1)C(=O)c1cc(=O)[nH]c2ccccc12	-0.1	0.5	0.8	-0.4	3.3	-7	-4	-32	-2	0.1	-0.4
COc1ccc(NC(=O)c2cccs2)cn1	-1.5	0.4	-1.6	1.0	0.9	-3	2	13	-1	1.5	1.9
C[C@@H]1CCCCO[C@H](CN(C)C(=O)CCC(F)(F)F)[C@@H](C)CN([C@H](C)CO)C(=O)c2cc(NC(=O)c3ccncc3)ccc2O1	-1.6	0.5	0.0	-0.5	0.8	-2	0	1	-2	-0.5	3.2
Cc1ccc(NCc2nnc(SCCN3CCCCC3)n2CC2CCCO2)c(C)c1 (centres undefined)	-1.5	-0.1	-2.0	-0.7	0.5	0	7	-4	6	0.9	3.8
COc1cc(C(=O)Nc2nc3ccccc3s2)ccc1OCc1c(C)noc1C	-1.4	-0.1	11*	-2.1	-1.1	-7	9	-5	0	-0.6	-2.3
NS(=O)(=O)c1ccc2c(c1)C1C=CCC1C(C1CC=CCC1)N2 (centres undefined)	-0.4	0.0	0.8	2.1	-1.9	-4	-4	-24	-3	0.5	-1.9
Cc1ccc(NC(=S)Nn2cnnc2)cc1	-1.1	0.1	-4.0	-0.2	0.8	-2	0	6	-3	-0.5	3.0
CCCCN1C2=C(C(=O)CC(C)(C)C2)C(c2ccccc2)C2=C1c1ccccc1C2=O (centres undefined)	-0.6	0.6	-1.2	-0.3	-0.1	-5	-15	-1	-1	-2.4	-1.5
CCN1C(=O)/C(=C2\SC(=S)N(CCCOC)C2=O)c2ccccc21	-0.7	-0.9	0.2	-1.3	-1.6	-7	-1	-4	-2	-0.4	-0.9
COC(=O)c1cc(S(=O)(=O)N2c3ccccc3CC2C)cn1C (centres undefined)	-1.7	-0.5	-0.9	0.2	1.7	1	-6	3	1	1.0	-1.0
Cc1c(Cl)cnc(NC(=O)CSc2nnnn2C)c1Cl	-0.9	-1.1	0.9	0.5	-0.7	-6	3	-16	1	2.2	-0.1
CCOC(=O)c1cc(-c2ccccc2)nn1CC1CC(c2ccc(OC)cc2)=NO1 (centres undefined)	-1.5	-0.7	0.1	-0.3	-1.5	2	2	10	-1	2.1	-0.7

# Among those listed so far, two contain an NH in an aromatic ring:
SMILES	ssDAF12 agonist	DAX1 inh-1	PG9 binder	DAX1 inh-2	hcDAF-12 act	ADAM17 inh	GC-A act	ADAM10 inh	SMARCA2 activ	FXN GAA850 act	hgDAF-12 ag
COCc1[nH]nc2c1C(c1ccc(OC)c(OC)c1)C(C#N)=C(N)O2 (centres undefined)	-0.9	-0.1	0.3	-0.3	-1.2	-3	3	-8	-4	1.7	-0.6
CN(CC(=O)Nc1ccc(Cl)c(C(F)(F)F)c1)C(=O)c1cc(=O)[nH]c2ccccc12	-0.1	0.5	0.8	-0.4	3.3	-7	-4	-32	-2	0.1	-0.4

# (more compounds)
SMILES	ssDAF12 agonist	DAX1 inh-1	PG9 binder	DAX1 inh-2	hcDAF-12 act	ADAM17 inh	GC-A act	ADAM10 inh	SMARCA2 activ	FXN GAA850 act	hgDAF-12 ag
O=C(c1ccc2c(c1)OCO2)N(c1ccc(F)cc1)C1C=CS(=O)(=O)C1 (centres undefined)	-0.4	0.2	-0.9	-0.3	-1.3	-6	-4	1	-2	1.9	-0.1
Cc1cc(C)c2c(CN3CCCCCCC3)cc(=O)oc2c1	-0.8	0.0	-0.9	x	0.4	-1	4	-5	5	x	-1.7
COc1ccc(OCCN2CCC(C(=O)NC(c3ccc(F)cc3)c3ncccc3C)CC2)cc1 (centres undefined)	-1.4	-0.3	1.7	x	1.9	1	1	-3	-3	-3.9	0.9
CCCCC(CC)CNC(=O)C1C2C=CC(C2)C1C(=O)O (centres undefined)	-1.1	1.2	-3.9	0.7	-0.1	5	-4	8	-2	1.1	-0.5
O=[N+]([O-])c1ccc(NCCc2ccccc2)c(Br)c1	-1.1	0.2	0.5	0.1	2.5	1	5	4	1	x	-1.1
COC(=O)c1[nH]c2ccccc2c1NC(=O)CN1CCN(c2cccc(Cl)c2)CC1	-1.1	-0.8	0.2	-0.4	-2.5	-1	-5	4	-1	0.4	-1.6
O=C1c2ccccc2C(=O)N1CCCCSc1nnnn1-c1ccccc1	-0.2	0.5	0.2	-0.5	-1.9	-2	2	0	0	0.8	0.8
Cc1ccccc1OCC(=O)N(Cc1ccc(N(C)C)cc1)C1CCS(=O)(=O)C1 (centres undefined)	-1.4	-0.3	-0.1	-0.3	0.0	-1	-11	-5	-2	3.5	-0.1
Clc1ccc(-c2nnc(COc3ncnc4ccccc34)o2)cc1	-1.6	0.3	0.2	-0.6	-0.8	-1	-1	0	3	1.4	1.3
O=C(CN1CCN(Cc2ccccc2)CC1)N/N=C/c1ccco1	-0.4	0.1	-0.9	1.5	-0.7	-4	2	5	0	0.2	-0.7
Cc1cc2ccccn2c1C(=O)c1ccc(N/N=C/c2ccc(C(=O)O)cc2)c([N+](=O)[O-])c1	-1.9	0.0	0.6	2.5	-0.5	-2	-10	-2	-2	2.0	1.0
O=S1(=O)CC(NCc2ccccc2)C(Nc2ccc(Cl)cc2)C1 (centres undefined)	-1.4	0.2	0.6	0.8	-1.3	2	-20	3	-1	0.7	-3.0
Cc1ccc(S(=O)(=O)N2CCOCC2)cc1NC(=O)COC(=O)CNC(=O)c1ccc(C(C)(C)C)cc1	-1.3	0.4	1.0	-0.4	-0.6	0	-1	1	1	0.7	-0.1
CC(C)CNc1ccc2c(c1)OC[C@@H](CC(C)C)NS2(=O)=O	-0.8	0.7	x	x	-1.4	-3	2	3	-3	x	-1.2
COc1cc(NC(=O)c2ccc(-c3ccnn3C)c3ccoc23)cc(OC)c1OC	-1.8	-1.2	-1.3	x	-2.1	0	5	-5	3	-0.3	0.2
COc1ccccc1C(=O)NC1CCCCN(Cc2cccc(C(F)(F)F)c2)C1=O (centres undefined)	-1.9	-1.3	x	x	-3.0	2	1	9	-1	x	19*
CCOc1ccccc1OCCC(=O)OCC(=O)Nc1c(C)nn(-c2ccccc2)c1C	-1.4	0.3	2.1	-0.9	-0.7	6	2	-8	0	1.4	-0.1
COc1cc(NC(=O)CSc2nnnn2Cc2ccccc2)cc(OC)c1	-1.6	-0.2	-0.8	0.4	-2.2	0	-5	5	-3	0.8	-1.6
CC(OC(=O)Cc1c[nH]c2ccccc12)C(=O)Nc1ccccc1[N+](=O)[O-] (centres undefined)	0.0	0.6	-0.3	0.0	1.6	0	-1	1	-1	-1.2	0.0
O=C(Cn1cnc2c(nnn2Cc2ccc(F)cc2)c1=O)NCc1ccc(F)cc1	-1.7	0.0	-1.3	0.4	-1.4	2	2	-2	1	2.2	1.0
C/C(N)=C(/C#N)C(=O)CSc1nnc(-c2ccc3c(c2)OCO3)o1	1.0*	5.9*	-2.4	1.8	6.0*	1	-4	2	5	-0.2	19*
Cc1cnc(NC(=O)COc2ccc3c(c2)CCC3)s1	1.3*	13*	0.1	0.9	6.1*	-5	-1	-12	4	3.7	25*
